Screening results (PubChem BioAssay)
Nrf2 activator = Nrf2 pathway activation. AREc32 ARE-luciferase reporter (MCF7-derived line), luminescence, 24 h. Potency, µM (titrated, usually from 46.1 µM), for the others: at the top dose activation, most hits filed as activators. 0.31% of 410,000 active. AID 624171; note: % of control where 0% means no effect; nearly all actives have a fitted effect of over 65% in size
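AREc32 cells carrying an ARE-driven firefly luciferase reporter were seeded at 1000 cells/well in OPTI-MEM with 5% FBS, then exposed to compound for 24 hr at 37 deg C. Luminescence was read with Steady-Glo after 30 min at RT.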
A549 tox = kills or reduces viability of A549 cells in Nrf2 counter-screen. Potency, µM (highest dose often 46 µM), inactives show at the highest dose activity change, negative = cytotoxicity, most hits filed as inhibitors. A549 ARE-Fluc cells, CellTiter-Fluor viability, 18-24 h. AID 504648. 0.16% of 390,000 active; note: % is set by controls: 0 for no effect and ±100 for the full control effect
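Cytotoxicity counterscreen: CellTiter-Fluor fluorescence was measured in A549 ARE_Fluc cells after 18-24 h of compound exposure in a concentration series. The subsequent BugLite luminescent read reports ARE-luciferase activity.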
HepG2 tox = counter-screen for TGF-b inhibitors: cytotoxicity in HepG2 cells; HepG2 CAGA-GFP viability, ATP luminescence, 18 h; Potency, µM (highest dose often 46.1 µM), for the others: at the top dose activity change, negative = cytotoxicity, hits mostly cytotoxic; 0.76% of 410,000 active; note: some results filed as inactive show a strong effect at the top dose
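CellTiter-Glo luminescence gave cytotoxicity after 18 hours at 37 degrees C. The cells were HepG2 CAGA-GFP in 1% FBS DMEM, stimulated with 500 pg/mL TGF-beta after compound addition. %Activity was normalised to no-cell wells (complete cell-killing) and DMSO (no toxicity), and curves were fitted and classified.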
Nrf2 inh = Nrf2 pathway inhibition | 2.1% of 360,000 active | A549 ARE-Fluc reporter, luciferase luminescence, 18-24 h | AID 504444 | Potency, µM (titrated, usually from 46 µM), without a hit: at the top dose activity change, negative = inhibition, usual class: inhibitors; note: % is set by controls: 0 for no effect and ±100 for the full control effect; nearly all actives have a fitted effect of over 60% in size
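Nrf2 function is reported as luminescence of an ARE-controlled luciferase in A549 cells. Compounds were tested at several concentrations, and a CellTiter-Fluor read on the same wells flagged cytotoxicity.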
MCF10A rereplic = inducers of DNA re-replication in MCF 10A breast cells. MCF 10A DNA re-replication, Hoechst nuclear intensity, 48 h. 2.9% of 350,000 active. Potency, µM (doses to about 46.1 µM), inactives show top-dose activity, positive = re-replication, actives largely listed as activators; note: % of control where 0% means no effect; nearly all actives have a fitted effect of over 50% in size
TGFb inhibitor = blocks TGF-b signaling; HepG2 CAGA-GFP TGF-b/SMAD3 reporter, GFP fluorescence, 18 h; TGF-beta stimulated, 500 pg/mL final; Potency, µM (titrated, usually from 46.1 µM), for inactives: top-dose activity, negative = inhibition, most hits filed as inhibitors; 1.2% of 410,000 active; AID 588855; note: % is set by controls: 0 for no effect and ±100 for the full control effect; nearly all actives have a fitted effect of over 65% in size
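Per well, imaged GFP fluorescence of HEPG2 CAGA-GFP cells gives the signal; cells get compound, then TGF-beta (500 pg/mL final), 18 h at 37 degrees C; %Activity versus -TGF-beta and +DMSO controls.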
S2 tox = viability counter-screen for ATXN expression inhibitors; S2 cells (HEK-293 line with an ATXN2-luciferase reporter) viability, CellTiter-Fluor protease fluorescence, 24 h; Potency, µM (top dose mostly 56.7 µM), usual class: cytotoxic; 0.49% of 400,000 active; note: nearly all actives have a fitted effect of over 40% in size
ATXN2 expr inh = reduces ATXN2 reporter expression in HEK-293 cells; HEK-293 ATXN2-luciferase reporter, luminescence, 24 h; Potency, µM (series often up to 57 µM), for inactives: at the highest dose activity change, negative = inhibition, actives largely listed as inhibitors; 0.72% of 360,000 active; note: % is set by controls: 0 for no effect and ±100 for the full control effect; nearly all actives have a fitted effect of over 55% in size
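ATXN2-luciferase reporter cells (luciferase flanked by upstream and downstream ATXN2 gene portions) were treated 24 h at 37 °C with compounds at up to 57 uM. SteadyGlo luminescence gave expression; GF-AFC fluorescence gave viability.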
EPAC2 antag = antagonists of human EPAC2 | EPAC2 GEF exchange of Rap1B-BODIPY-GDP, fluorescence | Potency, µM (highest dose often 114 µM), without a hit: top-dose activity, negative = inhibition, usual class: inhibitors | 0.18% of 360,000 active | AID 720708; note: % is set by controls: 0 for no effect and ±100 for the full control effect; nearly all actives have a fitted effect of over 45% in size; many of its hits are not listed in these tables
Target sequence (Q8WZA2 whole entry, looked up): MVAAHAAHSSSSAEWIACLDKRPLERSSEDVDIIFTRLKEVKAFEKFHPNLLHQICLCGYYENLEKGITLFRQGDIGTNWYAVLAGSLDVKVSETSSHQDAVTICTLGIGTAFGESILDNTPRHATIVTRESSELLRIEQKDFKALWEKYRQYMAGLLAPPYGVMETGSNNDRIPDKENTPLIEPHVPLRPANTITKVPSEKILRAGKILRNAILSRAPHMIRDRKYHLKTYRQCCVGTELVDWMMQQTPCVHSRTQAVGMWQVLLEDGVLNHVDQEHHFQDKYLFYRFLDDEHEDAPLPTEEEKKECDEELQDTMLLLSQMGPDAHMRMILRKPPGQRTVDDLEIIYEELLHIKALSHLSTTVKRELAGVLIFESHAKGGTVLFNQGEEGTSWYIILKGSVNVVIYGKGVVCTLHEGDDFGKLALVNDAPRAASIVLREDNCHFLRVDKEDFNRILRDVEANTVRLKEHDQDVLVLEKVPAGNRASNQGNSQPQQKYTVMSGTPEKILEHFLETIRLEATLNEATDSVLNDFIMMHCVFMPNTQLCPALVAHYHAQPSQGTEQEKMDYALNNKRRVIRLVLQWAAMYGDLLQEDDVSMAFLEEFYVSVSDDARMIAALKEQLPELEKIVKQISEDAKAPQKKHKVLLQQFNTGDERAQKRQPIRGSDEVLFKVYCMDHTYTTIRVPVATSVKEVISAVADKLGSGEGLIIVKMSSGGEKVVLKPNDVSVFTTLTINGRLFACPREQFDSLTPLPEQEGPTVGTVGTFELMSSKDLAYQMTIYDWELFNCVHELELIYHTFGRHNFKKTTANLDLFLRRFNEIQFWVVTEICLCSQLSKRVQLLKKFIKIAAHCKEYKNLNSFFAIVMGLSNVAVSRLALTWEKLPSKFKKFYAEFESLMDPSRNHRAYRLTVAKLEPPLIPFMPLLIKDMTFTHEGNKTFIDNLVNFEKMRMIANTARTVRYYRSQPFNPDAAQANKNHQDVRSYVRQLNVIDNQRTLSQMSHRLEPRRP
* hit, by the source's call; i = inactive; ? = inconclusive; nt = no result given; [ ] = dose if it differs, or a comment. Calls come from the whole dose curve; as a rule, active = well fitted curve in the direction sought with a large enough effect; inconclusive = small, poorly fitted or top-dose-only effect, or another doubt; inactive = no such curve, though single readings can be large; an effect the other way counts as inactive or inconclusive. Potency is the fitted concentration of half-maximal effect.

SMILES	Nrf2 activator	A549 tox	HepG2 tox	Nrf2 inh	MCF10A rereplic	TGFb inhibitor	S2 tox	ATXN2 expr inh	EPAC2 antag
CCc1ccc(NC(=O)c2sc(-n3nc(C)c(Cc4ccc5c(c4)OCO5)c3C)nc2C)cc1	0.2%	2%	-23%	9%	nt	-3%	nt	nt	nt
CC(C)c1ccc(NC(=S)Nc2ccc(OC(F)(F)F)cc2)cc1	0.3%	7%	-32%	?	-1%	-16%	i	5%	5%
Cc1nnc(NC(=O)Cn2nc(C)c3ccccc3c2=O)s1	2.2%	-6%	-6%	-15%	3%	-10%	i	35%	5%
CC(=O)Nc1cccc(-c2csc(NCc3ccco3)n2)c1	3.4%	1%	6%	10%	5%	-7%	?	-21%	-12%
O=C(O)/C(=C\c1cccs1)Sc1nnc(-c2ccc(F)cc2)o1	1.9%	-7%	-17%	-1%	-3%	1%	i	11%	1%
COc1ccccc1/C=N/N1C(=O)C2C3C=CC(CC3)C2C1=O (configuration not stated)	2.4%	8%	-17%	21%	8%	-10%	i	-18%	3%
Cc1cccc(NC(=O)c2nc[nH]c2C(=O)N[C@H](C)CO)c1	-0.4%	nt	-21%	nt	nt	7%	i	-1%	3%
O=C(CCOc1ccccc1)Nc1ccc(Br)cc1	6.2%	0%	-20%	?	?	-13%	i	39%[activator]	4%
Cc1ccc(N(C(=O)c2cnccn2)C(C(=O)NC2CCCCC2)c2ccc(O)cc2)cc1 (configuration not stated)	0.0%	0%	-20%	10%	-53%[inhibitor]	-7%	i	-8%	-1%
O=C(O)C1C=CCC(C(=O)O)C1 (configuration not stated)	-0.7%	nt	1%	nt	nt	1%	i	nt	3%
CCN(CC)S(=O)(=O)c1ccc(N(C)Cc2ccc(C(F)(F)F)cc2)nc1	2.9%	-23%	-6%	18µM*	19%	-1%	i	-27%	?
O=C(COC(=O)CN1C(=O)C2CCCCC2C1=O)Nc1cc(S(=O)(=O)N2CCOCC2)ccc1Cl (configuration not stated)	0.0%	-1%	23%	-3%	1%	7%	i	-12%	-4%
O=C(CN1C(=O)C(=O)c2ccccc21)NC1CCCCC1	0.7%	-21%	3%	-1%	21%	?	i	3%	14%
CN1CCN(/N=C2/C(=O)Nc3ccc([N+](=O)[O-])cc32)CC1	18%	2%	6%	0%	-7%	-8%	i	nt	7%
CCN(Cc1ccccc1)C(=O)c1ccc(C)c(S(=O)(=O)N2CCCCC2)c1	-0.8%	-4%	-18%	-10%	4%	-20%	i	-10%	-9%
Cn1cnnc1SCC(=O)NC1CC1	-0.8%	-2%	7%	4%	-5%	17%	?	-2%	0%
CSc1ccccc1C(=O)Nc1ccc2c(c1)OCCO2	2.7%	6%	-6%	18%	0%	7%	i	15%	2%
O=[N+]([O-])c1cccc(-c2cc(C(F)(F)F)n3nc(-c4ccccc4)cc3n2)c1	-0.4%	-1%	-6%	1%	?	-9%	i	nt	0%
Nc1n[nH]c(N)c1N=Nc1ccc(Cl)cc1	2.1%	-20%	-4%	29%	-4%	0%	i	21%	-4%
CN(CC(=O)NCCc1ccc(S(N)(=O)=O)cc1)S(=O)(=O)/C=C/c1ccccc1	0.4%	-5%	22%	-24%	3%	-13%	i	-25%	7%
O=C(NC1CCCCC1)[C@@H]1CSC2c3ccccc3C(=O)N21 (some centres not stated)	0.6%	1%	13%	-6%	10%	5%	i	1%	3%
Cn1nc(CC(=O)Nc2ncc(Br)s2)c2ccccc2c1=O	-1.3%	-2%	7%	nt	0%	-14%	i	35%[activator]	-3%
O=C(O)CSc1nccn1-c1cccc(Cl)c1	-0.6%	-9%	9%	nt	0%	-1%	i	5%	10%
CCCN1C2CCCC1CC(NC(=O)c1ccccc1)C2 (configuration not stated)	0.3%	9%	-9%	-12%	4%	20%	i	-6%	-5%

The closing 3 records of the part above lead into the next:
SMILES	Nrf2 activator	A549 tox	HepG2 tox	Nrf2 inh	MCF10A rereplic	TGFb inhibitor	S2 tox	ATXN2 expr inh	EPAC2 antag
Cn1nc(CC(=O)Nc2ncc(Br)s2)c2ccccc2c1=O	-1.3%	-2%	7%	nt	0%	-14%	i	35%[activator]	-3%
O=C(O)CSc1nccn1-c1cccc(Cl)c1	-0.6%	-9%	9%	nt	0%	-1%	i	5%	10%
CCCN1C2CCCC1CC(NC(=O)c1ccccc1)C2 (configuration not stated)	0.3%	9%	-9%	-12%	4%	20%	i	-6%	-5%
CCOc1ccccc1-c1noc(CSc2nnc(-c3ccccc3)n2-c2cccc(C)c2)n1	-0.4%	?	2%	?	nt	11%	?	-25%	nt
O=C(N/N=C\C1CC=CCC1)c1ccc(Br)o1 (configuration not stated)	8.0%	-2%	-2%	8%	-22%	8%	i	23%	7%
CCc1cccc(NC(=O)c2ccc3c(c2)N(Cc2cccc(Cl)c2)C(=O)c2ccccc2S3=O)c1 (configuration not stated)	-0.3%	-1%	-4%	nt	nt	4%	?	8%	nt
O=[N+]([O-])c1ccccc1C=NN1CCCCCC1	4.3%	0%	-18%	?	2%	8%	i	23%	12%
Cc1ccc(NC(=O)C2(C)CCCN(C(C)C)C2)cc1C (configuration not stated)	-1.3%	nt	-4%	nt	nt	8%	i	14%	13%
CC(=O)Nc1ccc(S(=O)(=O)Nc2ccccc2C(=O)N2CCOCC2)cc1	-1.1%	3%	-3%	2%	0%	-15%	i	-7%	11%
COc1ccc2oc(C(=O)CCC(=O)O)c(N)c2c1	-0.5%	-2%	3%	-23%	-1%	-2%	i	16%	-4%
Oc1ccccc1C1CC(c2cccs2)=NC(c2ccc(Cl)cc2)N1 (configuration not stated)	?	0%	-93%	11%	4.6µM*	20µM*	?	?	-15%
Cc1cc(C=O)c(C)n1-c1ccc(NC2CCCC2)c([N+](=O)[O-])c1	2.8%	-13%	3%	-14%	?	-28%	?	-33%	-13%
O=C(NCc1ccc(F)cc1)c1cc(C2CCCN(S(=O)(=O)c3ccccc3)C2)on1 (configuration not stated)	4.6%	nt	-4%	nt	nt	24%	i	-7%	-12%
CCC(C)c1ccc(S(=O)(=O)N2CCN(CC(O)COCC3CCCO3)CC2)cc1 (configuration not stated)	0.2%	-1%	1%	15%	3%	-3%	i	4%	7%
COc1ccc(C)cc1NS(=O)(=O)c1cccc2nonc12	0.5%	5%	5%	-9%	4%	6%	i	3%	-5%
CCCCN(CCCC)CCCNC(=O)C1CC(c2cc(C(F)(F)F)cc(C(F)(F)F)c2)=NO1 (configuration not stated)	-0.5%	-1%	0%	-2%	-7%	?	i	15%	4%
Cc1cc(C)n2nc(SCC(=O)NCc3ccco3)nc2n1	-0.1%	-5%	-1%	1%	-6%	3%	i	5%	8%
Cc1nccn1CC(=O)c1ccc(O)c(O)c1	0.2%	-4%	-22%	-16%	-4%	4%	i	12%	12%
COC(=O)c1ccc(CSc2nc(C(F)F)cc(C)c2C#N)o1	5.3%	3%	-2%	-4%	9%	15%	nt	-12%	-13%
CC(C)CCn1cnc2c([nH]c3cccc(Cl)c32)c1=O	4.7%	-3%	0%	7%	8%	1%	i	3%	-10%
CC(C)C[C@H]1CN=C(Nc2ccccc2)N1CC(C)C	-0.5%	-6%	-14%	-3%	31%	6%	i	-6%	10%
Cc1ccc(NS(=O)(=O)c2c(C(=O)N3CCOCC3)c(C)n(C)c2C)cc1C	-0.6%	7%	0%	-9%	3%	-13%	i	-6%	0%
O=C(CSc1nccn1-c1ccccc1)NCc1ccc(F)cc1	-0.3%	4%	-13%	-5%	4%	-9%	?	6%	11%
CC(=O)c1ccccc1NC(=O)CN1C(=O)NC2(CCCCCCC2)C1=O	2.9%	0%	8%	3%	-9%	16%	i	3%	-1%
CC(C)c1ccc(NS(=O)(=O)c2ccc3c(c2)oc(=O)n3C)cc1	-0.4%	-6%	-7%	-22%	0%	-1%	i	-9%	-8%
CCOc1ccc(S(=O)(=O)n2ccc(C)n2)cc1	0.1%	10%	-19%	-7%	7%	-7%	i	-14%	2%
CCOC(=O)CNc1nc(C(C)(C)C)nc2c1nnn2Cc1ccccc1Cl	-0.3%	5%	-22%	nt	?	-7%	i	-15%	-7%
CC(=O)c1c(C)[nH]c(C(=O)CN(C)CC(=O)Nc2ccccc2Cl)c1C	6.0%	-9%	-11%	?	?	0%	i	-16%	-4%
CCc1ccc([C@H]2C(C(=O)O)=C[C@@H](C(C)(C)C)N2S(=O)(=O)c2ccc(C)cc2)cc1	3.8%	4%	-3%	-12%	-10%	9%	i	-2%	?
Cc1ccc(S(=O)(=O)NCC(=O)N2CCN(c3ccccc3F)CC2)cc1	-1.0%	-2%	0%	-8%	-8%	-2%	i	8%	-28%
CC[C@H](C)[C@H](NC(=O)c1ccccc1)C(=O)NC(CC(=O)O)c1ccc(F)cc1 (some centres not stated)	0.2%	8%	-25%	9%	?	-4%	i	nt	4%
O=C(NCc1ccc(F)cc1)C(c1cccs1)N(C(=O)c1csnn1)C1CC1 (configuration not stated)	0.2%	nt	-3%	-14%	4%	0%	i	-1%	6%
COc1cccc(OC)c1C(=O)NC(=S)Nc1ccc2c(c1)OCCO2	-0.5%	1%	5%	?	-3%	24%	i	12%[11.3 µM]	-34%
Cc1ccc(NC(=O)CN2C(=O)NC(C)(CCc3ccccc3)C2=O)cc1 (configuration not stated)	2.3%	0%	-7%	-26%	7%	-13%	i	2%	-17%
O=C(Nc1cccc(-c2ccc(N3CCOCC3)nn2)c1)c1ccccc1Cl	-0.7%	-7%	-28%	?	-1%	0%	i	17%	-3%
O=C(Nc1ccccc1C(=O)N1CCCCC1)NC1CCCCC1	0.4%	0%	-6%	-9%	9%	-4%	i	-13%	-2%
C[C@H](CO)N1C[C@H](C)[C@@H](CN(C)Cc2ccccc2)Oc2c(NS(=O)(=O)c3cn(C)cn3)cccc2C1=O	-0.5%	2%	-15%	9%	-31%[inhibitor]	-5%	i	-1%	-9%
CN(/N=C/c1ccc(Cl)cc1)c1ncc(Cl)cc1C(F)(F)F	2.5%	0%	-35%	5%	?	?	i	44%[activator]	-9%

A portion of the library; count on the stated rates, not on these rows.
